Screening data (PubChem)
TcdB inh = TcdB glycohydrolase inhibition. 350,000 compounds, 0.24% hits. TcdB glycohydrolase enzymatic assay, plate reader. inhibition, % at 9.99 µM. P18177; in the data active means inhibition above about 10%
FadD28 binding = M. tuberculosis FadD28 bisubstrate binding inhibition | FadD28 bisubstrate probe binding, fluorescence polarization | inhibition, % at 12.5 µM | 360,000 compounds, 0.22% hits | AID 588549; in the data active means inhibition above about 8.5%, passing the limit was not always enough; inconclusive means no clear call, values can overlap the other calls
BoNT A protease = inhibitors of Botulinum neurotoxin A light chain protease. multiplex microsphere protease substrate cleavage, flow cytometry. inhibition, % at 10 µM. 360,000 compounds, 0.17% hits; further: plate controls were buffer without enzyme for full effect and enzyme alone for no effect
CCHFV vOTU inh = CCHFV vOTU protease inhibition | Pep-AMC fluorescence | 370,000 compounds, 0.55% hits | inhibition, % at 11.5 µM; in the data active means inhibition above about 30%; further: 0% = vehicle wells with enzyme and 100% = no enzyme wells
Anthrax LF inh2 = inhibitors of Bacillus anthracis lethal factor protease | multiplex microsphere protease cleavage assay, LF | P15917 | AID 588501 | inhibition, % at 10 µM | 360,000 compounds, 0.12% hits; further: plate controls were buffer without enzyme for full effect and enzyme alone for no effect
PfHsp40 rescue = rescue of PfHsp40-mediated yeast toxicity; S. cerevisiae expressing PfHsp40, growth rescue, ATP luminescence; growth rescue, % at 12.5 µM; 340,000 compounds, 0.68% hits; AID 504582; in the data active means growth rescue above about 28%, passing the limit was not always enough; inconclusive means no clear call, values can overlap the other calls;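 further: yeast W303a lacking pdr1 and pdr3 grown in galactose medium; growth measured after three days at 30 °C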
Yp Topo-I inh = inhibitors of Yersinia pestis topoisomerase I | AID 504884 | Y. pestis Topo-I cleavage product accumulation, plate reader | 360,000 compounds, 0.064% hits | activity, % at 10 µM; in the data active means activity above about 50%, passing the limit was not always enough; inconclusive means no clear call, values can overlap the other calls; further: inactives centre near 2
PrPC TRFRET = cell surface PrPC inhibition, primary TR-FRET screen; TR-FRET read-out; P04156; inhibition, % at 13.8 µM; 370,000 compounds, 0.43% hits; in the data active means inhibition above about 24%; further: 0% = median of the test wells and 100% = reference compound wells
BoNT-F LC inh = BoNT F light chain protease inhibition | Multiplex microsphere protease cleavage assay, flow cytometry | inhibition, % at 10 µM | 360,000 compounds, 0.22% hits; in the data active means inhibition above about 35%, passing the limit was not always enough; inconclusive means no clear call, values can overlap the other calls; further: plate controls were buffer without enzyme for full effect and enzyme alone for no effect
The depositor's hits bear a star; ? = inconclusive; · = no result given. Unless noted, no stated cut-off is given here; in the data, active means inhibition above about 30%; inconclusive means no clear call, values can overlap the other calls; inactive means below that.

The line under a structure holds: TcdB inh, FadD28 binding, BoNT A protease, CCHFV vOTU inh, Anthrax LF inh2, PfHsp40 rescue, Yp Topo-I inh, PrPC TRFRET, BoNT-F LC inh
COc1cc(/C=C2\SC(=S)N(CC(=O)Nc3ccc(O)cc3)C2=O)cc(OC)c1OC
  -0.4, -3.5, 10, 9, 6, 0.5, -5, -2, 7
COC(=O)c1ccc(C2C3=C(Nc4nnnn42)c2ccccc2OC3)cc1 (stereo not given)
  ·, -3.5, -0.8, -29, 9, -0.5, 4, -6, -3
S=C(NCCc1ccccc1)N1CCN(C(c2ccccc2)c2ccccc2)CC1
  0.9, -1.7, 1.6, 0, -4, -1.1, 2, 1, 8
CCOc1ccccc1NS(=O)(=O)c1ccc(Br)s1
  1.3, -4.4, -1.0, -11, -2, -1.1, -4, 8, -3
CN(c1ccccc1)S(=O)(=O)c1cccc(NC(=O)c2ccc3ncsc3c2)c1
  1.4, -2.3, 0.0, -2, 1, 1.6, -4, 13, -3
O=S(=O)(NCc1ccccc1)c1ccc(Cl)c(S(=O)(=O)NCc2ccccc2)c1
  ·, -2.7, -0.1, -2, -10, 0.1, 13, 1, -8
c1ccc(-n2ncc3c(N4CCCC4)ncnc32)cc1
  ·, -0.6, 0.9, 2, ?, -1.8, 8, 6, 8
CN(CC(=O)Nc1ccc(F)cc1)C(=O)Cn1cnc2ccc(Cl)cc2c1=O
  0.8, -0.9, ·, 10, ·, -0.6, -9, 7, ·
COc1ccc(OC(=O)CCCN2C(=O)c3ccccc3C2=O)cc1
  ·, 0.3, -2.6, 5, -4, 0.0, 17, 3, -3
CC(=O)c1nn(-c2cccc(C(F)(F)F)c2)c(=O)[nH]c1=O
  -1.3, -2.3, -2.8, -11, 2, 1.5, 0, -1, -4
CCN(CC)c1ccc(NC(=O)Nc2ccccc2)cc1
  -8.3, -1.5, 1.5, 2, -7, -1.1, 0, 8, -5
CN(C)CCCN(C(=O)c1ccc(S(=O)(=O)N2CCCCCC2)cc1)c1nc2c(F)cccc2s1
  0.4, -3.5, -4.5, 3, -3, -1.5, 2, -10, -2
Cc1ccc(OCCOc2ccc(Br)cc2)c([N+](=O)[O-])n1
  0.5, -3.2, -0.5, 0, 0, 7.6, -8, -5, -6
O=C(/C=N/O)Nc1ccccc1C(=O)O
  ·, -2.9, 0.7, 3, -1, -1.0, -1, 3, 4
COc1ccccc1N1CCN(c2nc(N)c(C#N)c(CC#N)c2C#N)CC1
  ·, 0.1, 0.2, 19, 0, -0.7, 0, 11, 7
O=C(NCCc1ccccn1)C1CCN(S(=O)(=O)c2ccc3ccccc3c2)CC1
  0.6, -0.3, -0.4, 10, -8, -1.3, 24, 1, -2
Cn1c(=O)cc(OCCCC(=O)N2CCN(c3ccccc3)CC2)c2ccccc21
  ·, -2.3, 4.7, 7, 4, -0.5, 27, -4, 6
CCOc1cc(/C=C2\C(=O)N(c3cccc(C(F)(F)F)c3)C(=O)c3ccccc32)ccc1O
  ·, -4.7, 1.3, 12, -4, -1.3, -15, 0, 2
CCN(CC)S(=O)(=O)c1ccc(-c2cn3ccc(C)cc3n2)cc1
  0.4, -1.0, -2.5, -80, -2, 1.5, 6, -5, 8
O=C(CSc1nnc(CNC(=O)c2c(F)cccc2F)o1)NCc1ccccc1
  1.4, -4.1, 3.9, -4, -1, -0.5, -1, -3, 12

Reprinted from the part before: two entries, followed by the next part.
The line under a structure holds: TcdB inh, FadD28 binding, BoNT A protease, CCHFV vOTU inh, Anthrax LF inh2, PfHsp40 rescue, Yp Topo-I inh, PrPC TRFRET, BoNT-F LC inh
CCN(CC)S(=O)(=O)c1ccc(-c2cn3ccc(C)cc3n2)cc1
  0.4, -1.0, -2.5, -80, -2, 1.5, 6, -5, 8
O=C(CSc1nnc(CNC(=O)c2c(F)cccc2F)o1)NCc1ccccc1
  1.4, -4.1, 3.9, -4, -1, -0.5, -1, -3, 12
O=C(Nc1ccc(Cl)cc1-c1nc2ccccc2s1)c1ccco1
  ·, -1.1, -1.2, ·, 5, 0.0, 8, ·, -6
CCOC(=O)c1ccc(Nc2nc(C)cc(C)c2C#N)cc1
  ·, -0.3, ?, -3, 2, 0.1, -5, 1, 4
Cn1c(N2CCC(C(N)=O)CC2)nc2c1c(=O)n(Cc1ccc(Cl)cc1)c(=O)n2C
  -0.2, 1.9, ?, -1, -1, 2.7, 4, 12, ?
Fc1ccccc1CNc1nc(-c2cccnc2)nc2ccccc12
  1.6, -2.1, 9.6, 8, 2, 0.9, -7, 7, 2
COc1cc(-c2nc(-c3ccc(NC(=O)c4ccc5c(c4)OCO5)cc3)no2)cc(OC)c1OC
  ·, -2.8, 0.2, -2, -1, -0.9, 13, 6, -10
Cn1c(N)c(N2CCCCC2)c(=O)n(CC(=O)Nc2cccc(C#N)c2)c1=O
  -0.3, 0.6, -0.4, 3, -5, -1.6, -1, 4, -1
Cc1ccc(S(=O)(=O)NCCC(=O)NC2CCCCC2)cc1
  0.5, -0.1, -0.1, -17, -3, 0.2, -7, 0, -3
O=C(c1cnn2c(C(F)(F)F)cc(-c3ccc(Br)cc3)nc12)N1CCOCC1
  ·, -3.6, -0.2, 4, -2, -1.9, 1, -1, -1
N#C/C(=C/c1cn(-c2ccccc2)nc1-c1cccc(S(=O)(=O)N2CCCC2)c1)C(=O)NCc1ccco1
  ·, -4.6, 0.6, 3, 1, -1.8, 10, 0, 8

Entries listed so far with a carbonyl joined to an NH by a bond outside any ring, in the order listed:
The line under a structure holds: TcdB inh, FadD28 binding, BoNT A protease, CCHFV vOTU inh, Anthrax LF inh2, PfHsp40 rescue, Yp Topo-I inh, PrPC TRFRET, BoNT-F LC inh
COc1cc(/C=C2\SC(=S)N(CC(=O)Nc3ccc(O)cc3)C2=O)cc(OC)c1OC
  -0.4, -3.5, 10, 9, 6, 0.5, -5, -2, 7
CN(c1ccccc1)S(=O)(=O)c1cccc(NC(=O)c2ccc3ncsc3c2)c1
  1.4, -2.3, 0.0, -2, 1, 1.6, -4, 13, -3
CN(CC(=O)Nc1ccc(F)cc1)C(=O)Cn1cnc2ccc(Cl)cc2c1=O
  0.8, -0.9, ·, 10, ·, -0.6, -9, 7, ·
CCN(CC)c1ccc(NC(=O)Nc2ccccc2)cc1
  -8.3, -1.5, 1.5, 2, -7, -1.1, 0, 8, -5
O=C(/C=N/O)Nc1ccccc1C(=O)O
  ·, -2.9, 0.7, 3, -1, -1.0, -1, 3, 4
O=C(NCCc1ccccn1)C1CCN(S(=O)(=O)c2ccc3ccccc3c2)CC1
  0.6, -0.3, -0.4, 10, -8, -1.3, 24, 1, -2
O=C(CSc1nnc(CNC(=O)c2c(F)cccc2F)o1)NCc1ccccc1
  1.4, -4.1, 3.9, -4, -1, -0.5, -1, -3, 12
O=C(Nc1ccc(Cl)cc1-c1nc2ccccc2s1)c1ccco1
  ·, -1.1, -1.2, ·, 5, 0.0, 8, ·, -6
Cn1c(N2CCC(C(N)=O)CC2)nc2c1c(=O)n(Cc1ccc(Cl)cc1)c(=O)n2C
  -0.2, 1.9, ?, -1, -1, 2.7, 4, 12, ?
COc1cc(-c2nc(-c3ccc(NC(=O)c4ccc5c(c4)OCO5)cc3)no2)cc(OC)c1OC
  ·, -2.8, 0.2, -2, -1, -0.9, 13, 6, -10
Cn1c(N)c(N2CCCCC2)c(=O)n(CC(=O)Nc2cccc(C#N)c2)c1=O
  -0.3, 0.6, -0.4, 3, -5, -1.6, -1, 4, -1
Cc1ccc(S(=O)(=O)NCCC(=O)NC2CCCCC2)cc1
  0.5, -0.1, -0.1, -17, -3, 0.2, -7, 0, -3
N#C/C(=C/c1cn(-c2ccccc2)nc1-c1cccc(S(=O)(=O)N2CCCC2)c1)C(=O)NCc1ccco1
  ·, -4.6, 0.6, 3, 1, -1.8, 10, 0, 8
